Screening data from PubChem BioAssay.
LYPLA2 inh – counter-screen for PME1 inhibitors: inhibitors of human LYPLA2; inhibition, % at 5.9 µM; recombinant LYPLA2, FP-Rh probe fluorescence polarization; 320,000 compounds, 0.38% hits; O95372;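 active = inhibition above the screen-wide mean plus 3 SD, limit set per campaign, cut at about 26% in these data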;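 also: 0% = LYPLA2 with DMSO and 100% = wells lacking LYPLA2 enzyme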
LYPLA1 inh – counter-screen for PME1 inhibitors: inhibitors of human LYPLA1. inhibition, % at 5.9 µM. recombinant LYPLA1, FP-Rh probe fluorescence polarization. 320,000 compounds, 0.16% hits. O75608;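 active = inhibition above the mean of all tested compounds plus 3 SD, set per campaign, cut at about 14% in these data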;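 also: inhibitors block serine hydrolase probe labeling of LYPLA1 so polarization falls; 0% = enzyme with DMSO and 100% = wells lacking LYPLA1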
Target sequence (O75608 whole entry, looked up): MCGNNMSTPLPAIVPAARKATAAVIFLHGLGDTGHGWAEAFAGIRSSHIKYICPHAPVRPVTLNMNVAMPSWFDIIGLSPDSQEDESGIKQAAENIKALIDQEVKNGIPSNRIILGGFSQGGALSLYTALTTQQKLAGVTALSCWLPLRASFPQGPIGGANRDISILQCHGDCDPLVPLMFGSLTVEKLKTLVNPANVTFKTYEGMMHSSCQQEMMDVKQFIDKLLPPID
pPAFAH inh – inhibitors of human plasma PAF acetylhydrolase (pPAFAH); recombinant pPAFAH, FP-rhodamine probe fluorescence polarization; inhibition, % at 3.39 µM; 330,000 compounds, 1.5% hits; AID 463082;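 active = inhibition above the mean inhibition across the screen plus 3 SD, cut at about 25% in these data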;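 also: inhibitors block binding of the rhodamine activity-based probe so polarization drops; 0% = enzyme with DMSO and 100% = wells lacking pPAFAH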
Target sequence (Q13093 whole entry, looked up): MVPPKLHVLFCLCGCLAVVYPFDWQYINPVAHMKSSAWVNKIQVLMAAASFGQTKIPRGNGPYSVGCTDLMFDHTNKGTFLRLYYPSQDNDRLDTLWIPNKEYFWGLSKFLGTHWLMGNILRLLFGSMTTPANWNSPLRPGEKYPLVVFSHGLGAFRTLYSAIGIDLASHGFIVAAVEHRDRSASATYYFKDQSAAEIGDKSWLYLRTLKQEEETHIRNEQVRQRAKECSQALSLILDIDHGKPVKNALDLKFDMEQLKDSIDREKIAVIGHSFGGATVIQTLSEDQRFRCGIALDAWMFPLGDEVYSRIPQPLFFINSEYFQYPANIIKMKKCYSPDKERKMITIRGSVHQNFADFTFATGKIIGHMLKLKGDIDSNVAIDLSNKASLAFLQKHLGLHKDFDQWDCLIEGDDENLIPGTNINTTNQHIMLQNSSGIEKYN
GSTO1 inh – GSTO1 inhibition, counter-screen for RBBP9 inhibitors | recombinant GSTO1, activity-based probe fluorescence polarization | 300,000 compounds, 1.1% hits | inhibition, % at 5.96 µM | AID 1974;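 active = inhibition above the campaign mean inhibition plus 3 SD, cut at about 35% in these data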;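 also: 0% = GSTO1-1 with DMSO and 100% = wells lacking GSTO1-1 enzyme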
PAD4 inh – blocks human protein arginine deiminase 4 | Q9UM07 | recombinant PAD4, RCA probe fluorescence polarization | inhibition, % at 6.36 µM | 330,000 compounds, 0.41% hits | AID 485272;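 active = percent inhibition above a cutoff equal to the mean of all tested compounds plus 3 SD, cut at about 15% in these data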;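 also: 0% = PAD4 with RCA probe and DMSO and 100% = probe without PAD4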
PREPL inh – human PREPL enzyme inhibition. inhibition, % at 5.96 µM. Q4J6C6. recombinant PREPL, fluorescence polarization activity-based probe. 320,000 compounds, 0.68% hits; in the data active = inhibition above about 43%;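 also: 0% = enzyme with DMSO and 100% = wells lacking enzyme; many of its hits are not listed in these tables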
PAFAH1B3 inh – blocks human PAF acetylhydrolase 1B catalytic subunit 3; Q15102; recombinant PAFAH1B3, FP-rhodamine probe, fluorescence polarization; inhibition, % at 3.39 µM; 340,000 compounds, 0.28% hits; AID 492972;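 active = inhibition above the screen-wide average of all tested compounds plus 3 SD, cut at about 25% in these data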;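 also: 0% = enzyme with DMSO only and 100% = wells lacking PAFAH1B3 protein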
Target sequence (Q15102 whole entry, looked up): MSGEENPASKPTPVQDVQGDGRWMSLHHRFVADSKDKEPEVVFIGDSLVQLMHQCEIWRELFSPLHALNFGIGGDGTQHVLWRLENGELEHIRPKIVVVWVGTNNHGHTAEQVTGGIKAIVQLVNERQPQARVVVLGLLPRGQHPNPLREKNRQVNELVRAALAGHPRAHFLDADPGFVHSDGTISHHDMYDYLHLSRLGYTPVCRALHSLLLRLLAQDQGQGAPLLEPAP
PAFAH1B2 FP inh – PAFAH1B2 (human) inhibition | P68402 | recombinant PAFAH1B2, FP-rhodamine activity probe, fluorescence polarization | inhibition, % at 3.39 µM | 340,000 compounds, 1.2% hits;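 active = inhibition above the mean of all tested compounds plus 3 SD, cut at about 24% in these data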;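 also: 0% = enzyme with DMSO and 100% = wells lacking PAFAH1B2; many of its hits are not listed in these tables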
PME-1 inh – blocks human protein phosphatase methylesterase 1; Q9Y570; recombinant PME-1, FP-Rh probe fluorescence polarization; inhibition, % at 5.9 µM; 320,000 compounds, 0.53% hits; AID 2130;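 active = inhibition above the campaign mean of all compounds plus 3 SD, cut at about 26% in these data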;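 also: competitive labeling of PME-1 active site by serine hydrolase directed probe; 0% = PME-1 with DMSO and 100% = wells lacking PME-1 enzyme; inhibitors block probe labeling so polarization falls and inhibition rises; many of its hits are not listed in these tables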
Numbers without * were called inactive; x = no result given. An excerpt; rates above refer to the full screens.

SMILES | LYPLA2 inh | LYPLA1 inh | pPAFAH inh | GSTO1 inh | PAD4 inh | PREPL inh | PAFAH1B3 inh | PAFAH1B2 FP inh | PME-1 inh
CCOC(=O)C1C(=O)CC(C)(O)C(C(=O)OCC)C1c1ccco1 (configuration not stated) | 6 | 5 | 5 | 0 | -2 | 6 | 5 | 1 | -2
O=C(O)CC(NC(=O)C(F)(F)F)c1ccc2c(c1)OCO2 (configuration not stated) | -4 | -2 | -3 | 11 | 1 | 0 | 6 | 3 | -2
Cc1ccc(NC(=O)c2cncc(Br)c2)nc1 | 1 | 1 | 3 | 10 | -6 | 9 | 2 | 2 | 2
Cc1ccccc1Cn1c(CN2CCN(C(=O)c3ccco3)CC2)nc2c1c(=O)n(C)c(=O)n2C | 3 | 0 | 4 | 2 | -1 | 3 | -1 | 3 | 12
Cc1ccc(C)c(N2CC(=O)N(c3cc(C)ccc3C)CC2=O)c1 | -1 | -2 | 6 | -3 | -1 | -2 | 2 | 7 | 5
Cc1cc(C)c(S(C)(=O)=O)c(Oc2ccc(F)cc2)n1 | -2 | 0 | 4 | -4 | -2 | 0 | 3 | 2 | -7
COc1cccc(N/N=C/c2cccc(Br)c2O)c1 | 5 | 3 | 8 | 13 | -2 | 17 | 6 | 7 | 2
NC(=O)C1CCN(C(=O)c2cc(-c3ccc(Cl)cc3)nc3ccccc23)CC1 | x | x | 8 | x | -2 | 8 | -1 | 3 | x
O=S(=O)(c1cccc(-c2n[nH]c(=S)n2Cc2ccccc2)c1)N1CCOCC1 | 9 | -2 | 1 | 1 | 12 | 6 | 5 | 12 | 2
COc1cccc(C2=Nn3c(nnc3-c3ccccc3O)SC2)c1 | -2 | 3 | -8 | 5 | 5 | -16 | 4 | 6 | 2
O=C(Nc1cccc(-c2nc3ccccc3c(=O)o2)c1)c1ccccc1 | -11 | 0 | -13 | -25 | -6 | 3 | -18 | -8 | -13
O=C(CCC(=O)OCC(=O)c1ccc([N+](=O)[O-])cc1)Nc1ccccc1Cl | 4 | 4 | 7 | 0 | -2 | 6 | 1 | 5 | 7
CC(=O)Nc1cccc(NC(=O)c2cc(Cl)ccc2Cl)c1 | -2 | 3 | 3 | 2 | -3 | 6 | -1 | 3 | 2
OCc1ccccc1O[C@@H]1O[C@H](CO)[C@@H](O)[C@H](O)[C@H]1O | 4 | 2 | -5 | -10 | -2 | 15 | 6 | -1 | 2
CC(C)n1nc(C(=O)Nc2nc3ccc(S(C)(=O)=O)cc3s2)c2ccccc2c1=O | 3 | 1 | -4 | 3 | 0 | -1 | 3 | -3 | -10
CCO[C@H]1OC(C(=O)O)=C[C@@H](C)[C@@H]1CCCO | 1 | 1 | -2 | 2 | 0 | 12 | -7 | -2 | 6
CCN(CC)S(=O)(=O)c1cccc(-c2nnc(SCC(N)=O)n2CCc2ccccc2)c1 | -4 | -2 | 4 | -5 | 3 | 4 | 3 | 1 | 1
O=C(NCCCN1CCOCC1)c1cc2nc(-c3ccco3)cc(C(F)(F)F)n2n1 | 1 | 3 | 0 | -5 | 2 | 11 | 0 | 2 | 2
CCN(CC)CCOc1cc2c(nn1)Oc1ccccc1N2C | 5 | 3 | -2 | -6 | -1 | 5 | 0 | 0 | 0
CCSc1nc2c(c(=O)n(C)c(=O)n2C)n1Cc1ccc(Cl)cc1 | 3 | 4 | 5 | -6 | -4 | -9 | 0 | 5 | 3
O=C(CCl)N(C/C=C/c1ccccc1)c1ccc2c(c1)OCCO2 | 9 | 5 | 14 | 93* | -1 | 0 | 2 | -2 | 2
CC(=O)Nc1ccccc1C(=O)C(=O)Nc1ccc(C)c(F)c1 | 1 | 2 | 7 | -1 | -1 | 4 | 7 | 1 | 2
O=C(Nc1ccc(C(=O)N2CCCCC2)cc1)c1ccccc1Cl | -5 | 3 | -1 | -3 | -4 | 3 | 1 | -1 | -5
COc1ccc(C2(C)NC(=O)N(CC(=O)Nc3ccc(Br)c(C)c3)C2=O)cc1OC (configuration not stated) | 1 | -6 | 2 | 6 | 5 | -8 | 2 | -2 | 0
CC(C)(C)C(=O)NC(=S)Nc1ccccn1 | -7 | -6 | -8 | -2 | 3 | 2 | 9 | 3 | -4

2 entries drawn at random from the list so far:
SMILES | LYPLA2 inh | LYPLA1 inh | pPAFAH inh | GSTO1 inh | PAD4 inh | PREPL inh | PAFAH1B3 inh | PAFAH1B2 FP inh | PME-1 inh
CCN(CC)CCOc1cc2c(nn1)Oc1ccccc1N2C | 5 | 3 | -2 | -6 | -1 | 5 | 0 | 0 | 0
CC(C)(C)C(=O)NC(=S)Nc1ccccn1 | -7 | -6 | -8 | -2 | 3 | 2 | 9 | 3 | -4

Next part
SMILES | LYPLA2 inh | LYPLA1 inh | pPAFAH inh | GSTO1 inh | PAD4 inh | PREPL inh | PAFAH1B3 inh | PAFAH1B2 FP inh | PME-1 inh
CSc1sc(-c2nnc(SCC(=O)Nc3ccc(Cl)cc3)n2C)c2c1C=CCC2 | -11 | -4 | -11 | -1 | 2 | 13 | x | x | -9
Cc1cc2c(ncn2C)c(NS(=O)(=O)c2cc(Cl)ccc2Cl)c1C | -11 | -4 | -4 | 0 | 1 | -26 | -1 | 3 | 7
O=C(OCc1cc(Cl)ccc1OC(F)F)c1cccnc1 | 2 | -2 | 4 | -2 | 0 | -17 | 2 | 2 | -3
Cn1cc(S(=O)(=O)c2ccccc2)n(C)c1=O | -3 | -3 | 6 | -3 | 0 | -10 | 4 | 7 | 0
COc1ccccc1N(C)S(=O)(=O)c1ccc(C)c(C(=O)NC(C)c2ccccn2)c1 (configuration not stated) | -1 | -1 | 10 | x | 3 | 10 | -2 | 10 | -3
O=C(N/N=C/c1cccs1)c1cccc(S(=O)(=O)Nc2ccc(Cl)cc2)c1 | -159 | -72 | -22 | -31 | -1 | -11 | -79 | -37 | -122
CC(c1ccco1)N(C(=O)c1cccc(Br)c1)c1ccccn1 (configuration not stated) | -4 | -6 | -3 | 15 | 1 | 15 | 1 | 2 | -4
CCC(CC)C(=O)Nc1cccc(C(=O)NCCc2ccc(S(N)(=O)=O)cc2)c1 | 4 | -3 | 5 | 4 | -3 | 5 | -1 | 2 | 3
O=C(/C=C/c1ccccc1)Nn1cnc2ccccc2c1=O | -2 | -3 | -7 | 3 | 0 | 11 | 8 | 6 | -2
Cc1nc2ccccc2nc1OCc1cccc(Cl)c1 | 2 | -3 | 7 | 1 | -58 | -35 | 1 | 0 | 9
COc1ccc(/C(C)=N/Nc2ccc(F)cc2F)c(O)c1 | 3 | 2 | 0 | 8 | 4 | 5 | 0 | 8 | -3
Cc1cccc(C)c1N1CCN(C(=O)c2ccc3c(c2)OCO3)CC1 | -6 | -4 | -7 | 0 | -6 | 13 | -7 | 2 | 1
c1ccc(Nc2nnc(-c3cccc4ccccc34)o2)cc1 | 3 | -1 | 3 | 2 | 0 | -3 | x | x | 2
COC(=O)c1ccc(NC(=O)CN2C(=O)C3C4C=CC(C4)C3C2=O)cc1 (configuration not stated) | -4 | -1 | 0 | 6 | 0 | 7 | 16 | -3 | -2
COC(=O)c1sccc1NC(=O)C1CCCCC1C(=O)O (configuration not stated) | 1 | 3 | 0 | 2 | 0 | 2 | 0 | -3 | 1
COc1ccc(S(=O)(=O)N2CCOCC2)cc1NC(=O)CNC(=O)c1cccs1 | 2 | -1 | -2 | x | 1 | -5 | 9 | 7 | 1
CCOC(=O)c1[nH]c(C)c(C(=O)NCCCN2CCOCC2)c1C | -2 | 4 | -1 | 4 | 6 | 0 | 9 | -4 | -1
O=C(NC(=S)N1CCCc2ccccc21)c1ccco1 | 12 | 2 | 1 | 0 | 5 | -7 | 4 | 6 | -1
COc1cccc(C(c2nnnn2Cc2ccccc2)N2CCN(C(=O)c3ccco3)CC2)c1OC (configuration not stated) | 6 | 3 | 6 | 1 | 4 | 5 | 0 | 2 | -1
COc1ccc(C2CC(c3ccccc3)Nc3ncnn32)cc1 (configuration not stated) | 0 | 0 | 1 | 5 | -2 | -53 | 3 | 6 | 5
COC(=O)c1ccc(CN2C(=O)C(C)N(C(=O)c3c(F)cccc3F)c3ccccc32)cc1 (configuration not stated) | -3 | -4 | 6 | -3 | 1 | 12 | 2 | 4 | 4
O=C1CN(C(=O)COC(=O)c2cccc(S(=O)(=O)NCc3ccccc3)c2)c2ccccc2N1 | -3 | 0 | 1 | -13 | -5 | -29 | -3 | -2 | 0
CCn1ccnc1CN(C)Cc1cn(-c2ccc(C)cc2)nc1-c1ccc(F)cc1 | -6 | 0 | 1 | -1 | -2 | 4 | 0 | 4 | 5
NC(=O)c1ccc(NC(=O)COC(=O)c2ccc3c(c2)OCO3)cc1 | 2 | 1 | 1 | x | 2 | -4 | -9 | 1 | 4
Cc1cccc(N(C(=O)c2snc(C(N)=O)c2N)C(C(=O)NCC2CCCO2)c2c[nH]c3ccccc23)c1 (configuration not stated) | 0 | -6 | 6 | -2 | 3 | -5 | 8 | -1 | -8
Remaining list, next part:
SMILES | LYPLA2 inh | LYPLA1 inh | pPAFAH inh | GSTO1 inh | PAD4 inh | PREPL inh | PAFAH1B3 inh | PAFAH1B2 FP inh | PME-1 inh
COc1cc(C(=O)ONC(=O)c2ccc(OC(F)F)cc2)cc(OC)c1OC | -6 | -1 | 2 | 12 | 0 | 9 | 9 | 3 | 2
CC(C)c1ccc(NC(=O)c2ccc(Br)o2)cc1 | 0 | -2 | 3 | -8 | 0 | 3 | 8 | 6 | -13
Cc1cc(=O)n2nc(N3CCCC3C(=O)NCCCN3CCCCC3)sc2n1 (configuration not stated) | 3 | -1 | 6 | 5 | -3 | 1 | 2 | 1 | -11
CCN(CC)C(=O)Oc1ccc2c(=O)c(-c3ccccc3)coc2c1 | 2 | -1 | -3 | -10 | -5 | 3 | 13 | 5 | -2
O=C(c1ccc(-c2ccccc2)c(F)c1)C1CCCN(CCCn2cccn2)C1 (configuration not stated) | 5 | 2 | 17 | 3 | -2 | -3 | 5 | 3 | 6
CC(NC(=O)COC(=O)CCc1nc2ccccc2c(=O)[nH]1)c1ccccc1 (configuration not stated) | 6 | 2 | 0 | -2 | 1 | -3 | 6 | 7 | 7
NNC(=O)CNC(c1ccccc1)c1cc(Br)ccc1NC(=O)c1ccccc1Br (configuration not stated) | -21 | -13 | -4 | -21 | 2 | -7 | -9 | 0 | -13
CCc1ccc(NC(=O)CC2C(=O)N(c3ccc(C)cc3)C(=O)N2CCc2ccncc2)cc1 (configuration not stated) | -3 | -1 | 1 | 4 | 0 | 13 | -3 | 3 | -2
CCCS(=O)(=O)N1CCCC(C(=O)NCCc2ccc(OC)c(OC)c2)C1 (configuration not stated) | 4 | 0 | 5 | 5 | 3 | -1 | 8 | -1 | -1
C[C@@]12C(=O)Nc3ccc(F)cc3C(=O)N1[C@H]1c3cc(Br)ccc3OC[C@@H]1[C@@H]2c1ccccc1 | x | x | -13 | x | -4 | 8 | -27 | -18 | x
Cc1ccc2cc(COC(=O)c3ccco3)c(=O)[nH]c2c1 | 5 | -2 | 4 | -2 | 4 | 2 | 5 | 5 | 2
CCS(=O)(=O)N1CCN(C(=O)CC(C)C)CC1 | -3 | -2 | 2 | 1 | 0 | 10 | 4 | -4 | -9
COc1ccc(-c2cc3cc(C(=O)O)ccn3c2C(=O)c2ccccc2)cc1 | 1 | 1 | 10 | 5 | 2 | -5 | 2 | 13 | 4
COc1ccc(NC(=O)CN(C)S(=O)(=O)c2ccccc2)cc1OC | -1 | 0 | 5 | 4 | -10 | -1 | 8 | 5 | 4
COc1cc(NC(=O)COC(=O)c2cc(S(=O)(=O)N3CCCCC3)ccc2Cl)c(C)cc1[N+](=O)[O-] | -22 | -14 | 2 | 7 | 2 | 10 | -10 | -3 | -2
